NIH3T3 tox – kills NIH 3T3 cells. NIH 3T3 viability, CellTiter-Glo ATP luminescence, 48-72 h. Potency, µM (titrated, usually from 96.7 µM), for inactives: top-dose activity change, negative = cytotoxicity, usual class: inhibitors. 94,000 compounds, 4.3% hits; further: potency means the concentration at half of the fitted maximal effect; nearly all actives have a fitted effect of over 55% in size
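NIH 3T3 cells at 400 cells/well received 23 nL of compound by pintool and were incubated 48 or 72 h at 37 °C. Viability was read as ATP-coupled CellTiter-Glo luminescence.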
Luciferase inh – blocks purified firefly luciferase enzyme activity; purified P. pyralis luciferase, luminescence, biochemical; Potency, µM (top dose mostly 115 µM), without a hit: top-dose activity change, negative = inhibition, actives largely listed as inhibitors; 76,000 compounds, 2.5% hits; AID 1347043; further: potency means the concentration at half of the fitted maximal effect; nearly all actives have a fitted effect of over 65% in size
Target sequence (P08659 whole entry, looked up): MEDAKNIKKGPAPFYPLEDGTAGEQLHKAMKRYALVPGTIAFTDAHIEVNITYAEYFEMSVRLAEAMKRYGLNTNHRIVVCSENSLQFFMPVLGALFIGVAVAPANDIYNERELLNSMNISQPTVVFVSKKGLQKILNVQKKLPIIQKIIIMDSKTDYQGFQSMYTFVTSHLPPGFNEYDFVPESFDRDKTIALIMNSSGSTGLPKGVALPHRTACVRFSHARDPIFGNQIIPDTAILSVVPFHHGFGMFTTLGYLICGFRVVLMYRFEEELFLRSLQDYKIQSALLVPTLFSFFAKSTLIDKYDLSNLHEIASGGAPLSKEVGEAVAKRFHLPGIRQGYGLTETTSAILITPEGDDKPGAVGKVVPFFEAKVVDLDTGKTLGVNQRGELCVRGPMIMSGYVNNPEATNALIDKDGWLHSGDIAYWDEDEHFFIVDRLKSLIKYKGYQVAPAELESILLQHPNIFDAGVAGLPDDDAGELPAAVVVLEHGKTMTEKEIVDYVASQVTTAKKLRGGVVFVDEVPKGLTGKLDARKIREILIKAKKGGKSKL
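Biochemical qHTS: compound (6-point titration) added to 10uM D-luciferin plus 10uM ATP in Tris acetate pH 7.5 buffer with Mg, Tween-20 and BSA, then purified enzyme at 10nM; light output imaged.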
GPT2 inhibitor – GPT2 alanine aminotransferase inhibition; Q8TD30; Recombinant GPT2, coupled pyruvate oxidase/HRP Amplex Red fluorescence; Potency, µM (titrated, usually from 57.7 µM), without a hit: top-dose activity change, negative = inhibition, usual class: inhibitors; 100,000 compounds, 0.25% hits; further: potency means the concentration at half of the fitted maximal effect; nearly all actives have a fitted effect of over 60% in size; many of its hits are not listed in these tables
Target sequence (Q8TD30 whole entry, looked up): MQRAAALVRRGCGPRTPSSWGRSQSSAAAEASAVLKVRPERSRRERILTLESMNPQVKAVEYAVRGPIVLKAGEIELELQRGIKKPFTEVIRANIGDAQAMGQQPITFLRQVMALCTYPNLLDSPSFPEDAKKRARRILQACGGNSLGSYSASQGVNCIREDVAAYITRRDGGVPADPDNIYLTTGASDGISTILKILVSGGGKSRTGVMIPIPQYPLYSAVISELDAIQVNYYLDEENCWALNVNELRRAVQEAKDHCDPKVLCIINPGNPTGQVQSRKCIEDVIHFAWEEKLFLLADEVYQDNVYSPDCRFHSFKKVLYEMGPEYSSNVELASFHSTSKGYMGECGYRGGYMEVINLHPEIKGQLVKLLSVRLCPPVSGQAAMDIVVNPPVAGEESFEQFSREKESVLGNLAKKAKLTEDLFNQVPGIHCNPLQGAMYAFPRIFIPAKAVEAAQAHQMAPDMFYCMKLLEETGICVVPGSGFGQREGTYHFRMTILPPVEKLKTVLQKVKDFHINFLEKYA
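Fluorescence of coupled pyruvate oxidase/HRP/Amplex Red system (50uM Amplex, 30 min, dark) reports pyruvate formed by GPT2. Enzyme reaction: 10ng/uL GPT2, 2mM L-alanine, 250uM a-KG, 30 min room temperature, pH 7.5; 50uM AOA control.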
HEK293 viab – reduces viability of HEK-293 SNCA reporter cells. HEK-293-SNCA-luc viability, GF-AFC fluorescence, 24 h. Potency, µM (titrated, usually from 57.1 µM), for the others: at the highest dose activity change, negative = cytotoxicity, most hits filed as cytotoxic. 150,000 compounds, 0.12% hits;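 further: potency means the concentration at half of the fitted maximal effect; 0% = DMSO-treated cells and -100% = medium-only wells without cells; nearly all actives have a fitted effect of over 30% in size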
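Cytotoxicity counterscreen: after 24 h compound treatment of genome-edited SNCA-luciferase HEK-293 cells, live-cell protease substrate GF-AFC read by fluorescence after 30 min; activity scaled between DMSO (0%) and medium-only (-100%), curves Hill-fitted.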
IP6K1 inhibitor – inhibitors of human IP6K1 | IP6K1 kinase, ADP-Glo luminescence, 2 h; active compounds read low | activity change, % (series mostly up to about 58 µM) | 140,000 compounds, 0.81% hits; in the data active means activity change below about -25%
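ADP-Glo luminescence measures ADP made by human IP6K1 during a 2 h RT reaction with ATP/IP6 (mix at 1.3 mM/130 uM); top library doses 57.5 and 19.1 uM final.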
HEK cytotox – cytotoxic compounds in HEK 293 cells; HEK 293 viability, ATP luminescence (CellTiter-Glo), 48-72 h; Potency, µM (doses to about 115 µM), inactives show at the highest dose activity change, negative = cytotoxicity, most hits filed as inhibitors; 94,000 compounds, 6.6% hits; AID 1345083; further: potency means the concentration at half of the fitted maximal effect; nearly all actives have a fitted effect of over 60% in size
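HEK 293 seeded at 250 cells/well receive compound via pintool. After 48 or 72 hr at 37 degree Celsius, 5% CO2 and 95% humidity, CellTiter-Glo is dispensed and luminescence read following 10 min at room temperature.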
SNCA expr inhib – reduces expression of the alpha-synuclein gene; HEK-293 SNCA-luciferase knock-in, luminescence, 24 h; Potency, µM (series often up to 57.2 µM), inactives show at the highest dose activity change, negative = inhibition, most hits filed as inhibitors; 140,000 compounds, 0.17% hits;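 further: potency means the concentration at half of the fitted maximal effect; plate controls were DMSO cells for no effect and cell-free wells for full effect; nearly all actives have a fitted effect of over 45% in size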
Active calls of the source: *; i = inactive; ? = inconclusive; / = no result given; & = joins results of further samples; [ ] = another dose, or the depositor's remark. Unless noted, the call rests on the fitted dose curve; in most records, active means well fitted curve in the direction sought with a large enough effect; inconclusive means small, poorly fitted or top-dose-only effect, or another doubt; inactive means no such curve, though single readings can be large; an effect the other way counts as inactive or inconclusive. Unless noted, on the % scale 0 is the no-effect control and ±100 the full control effect.

SMILES	NIH3T3 tox	Luciferase inh	GPT2 inhibitor	HEK293 viab	IP6K1 inhibitor	HEK cytotox	SNCA expr inhib
CC(C)c1ccc(CC(=O)N2CCCc3ncc(C(=O)Nc4ccn(C)n4)cc32)cc1	?	1%[172 µM]	-6%[88.5 µM]	-2%[87.6 µM]	8	89µM*	-20%[87.6 µM]
O=C(Cn1c(=O)oc2cc(S(=O)(=O)NC3CCCC3)ccc21)Nc1ccc(F)c(F)c1	/	/	/	-14%	38	/	?
COc1ccc(CNC(=O)c2cc3sccc3n2Cc2ccc(C)cc2)cc1	/	/	/	-11%	9	/	166%[activator]
CCOc1ccccc1CN1C[C@@H](CO)[C@H](C(=O)N(C)C)C1	3%	7%	i	-4%	10	?	-19%
CN1CCN([C@H]2CCN(CCCc3ccccc3)C[C@H]2CCC(=O)O)CC1	1%	-2%	-7%	5%	1	i	8%
CNC(=O)c1cc(C2CC2)nc2onc(C3CCCN(C(=O)c4ccccc4F)C3)c12 (configuration not stated)	-16%	/	/	/	1	?	/
COc1ccc(C(=O)N2CCCC(CN3CCOCC3)CC2)cc1OC (configuration not stated)	-9%	7%	i	3%	-6	i	4%
CCOC(=O)[C@H]1[C@@H](O)C(=O)N(Cc2ccccc2)C12CCN(C(=O)OCc1ccccc1)CC2	?	/	/	/	5	?	/
COc1ccc2[nH]c(C(=O)N(CC3CC3)CC3CCCO3)c(C)c2c1 (configuration not stated)	-19%	0%	?	-1%	-2	?	?
O=C(Nc1ccc(-c2cn3cccnc3n2)cc1)c1cc(Br)ccc1Cl	/	/	/	-1%	-1	/	4%
CCOC(=O)Cn1c(=O)cc(C)c2c(C)nn(-c3cccc(F)c3)c21	/	/	/	4%	9	/	-5%
Cc1cccc(NC(=O)Cn2cc(S(=O)(=O)N3CCCC3)c(S(=O)(=O)N3CCCC3)c2)c1C	/	/	/	-3%	-1	/	58%[activator]
COCC(=O)Nc1ccc(-c2noc([C@@H]3CCCN3CC(C)(C)C)n2)cn1	?	-25%[172 µM]	-9%[88.5 µM]	-23%[87.6 µM]	9	100µM*	-5%[87.6 µM]
Cc1ccc([C@H]2C[C@@H](O)[C@@H](O)[C@@H]2NS(=O)(=O)c2ccccc2)cc1	-19%[174 µM]	-3%[172 µM]	3%[88.5 µM]	1%[87.6 µM]	5	?	-18%[87.6 µM]
O=C(C1CC1)N1CCCC(C(=O)N2CCCC2c2nc3ccncc3[nH]2)C1 (configuration not stated)	-8%	/	?	-1%	8	2%	1%
Cc1ccc(C(=O)c2cn(Cc3c(F)cccc3Cl)c3nc(C)ccc3c2=O)cc1	/	/	/	-10%	-3	/	6%
Cc1nn(-c2ccccc2)c2c1C(C1CC1)N(C1CCN(Cc3c(F)cccc3F)CC1)C2=O (configuration not stated)	-32%	/	/	/	-13	-29%	/
O=C(Nc1ccc2c(c1)CN(C(=O)COc1ccccc1)CCO2)C1CC1	?	/	-9%	-4%	-12	?	-11%
O=C(NCCc1ccccc1)C1CCN(c2cn[nH]c(=O)c2)C1 (configuration not stated)	-14%	-6%	i	0%	-1	-18%	38%[activator]
COc1ccccc1C(=O)N1CCCC1C(=O)N1CCC(N2CCCC2=O)CC1 (configuration not stated)	i	/	1%	2%	15	-6%	0%
O=C(Cc1ccccc1)N1CCC2(CC1)CN(Cc1ccccc1)CC2CO (configuration not stated)	?	-7%	?	-2%	13	?	-29%
CN(CC1CCOC1)C(=O)Nc1cccc(Br)c1 (configuration not stated)	-5%	-16%	?	12%	6	-3%	-18%
C[S+](=O)([O-])N1Cc2ccccc2CC2(CCN(CCc3ccccc3)C2)C1 (configuration not stated)	-27%	/	i	-6%	-6	?	0%
COc1ccc(Cn2c(C3CCN(C(=O)c4cccc(C)c4)CC3)n[nH]c2=O)cc1	-28%	-7%	0%	6%	-8	-6%	2%
COc1ccc2cc(C(=O)NC3CCN(C(=O)N4CC5CC(C4)[C@H]4CCCC(=O)N4C5)CC3)[nH]c2c1 (some centres not stated)	-17%	-8%	0%	0%	22	7%	15%
Cc1nc(-c2c3n(c(=O)n(CC(=O)NCc4ccc(F)cc4)c2=O)CCCCC3)no1	i	2%	-12%	-9%	10	-3%	21%
O=S(=O)(Cc1ccccc1)N[C@H]1CO[C@H]2[C@@H]1OC[C@@H]2n1cc(-c2ccccn2)nn1	?	?	5%[88.5 µM]	-4%[87.6 µM]	-13	?	-8%[87.6 µM]
O[C@H]1[C@H](NCc2ccccn2)[C@H]2CO[C@H](O2)[C@@H]1N1CCN(c2ccccc2)CC1	-23%[138 µM]	-15%[172 µM]	i	-2%[87.6 µM]	-4	-16%[172 µM]	-3%[87.6 µM]
COCc1ccc2c(c1)c(OC(C)(C)C(=O)NCc1cnccn1)nn2CCC(C)C	?	2%[172 µM]	-24%[88.5 µM]	-7%[87.6 µM]	13	?	-8%[87.6 µM]
CC(C)CC(=O)N1CCCC(c2nc(-c3ccccc3)no2)CCNC(=O)CC1 (configuration not stated)	-8%	1%	i	5%	16	-19%	10%
COCCNC(=O)c1ccc2nnc(-c3cc[nH]c3)n2c1	-23%[138 µM]	/	-7%[88.5 µM]	-4%[87.6 µM]	-3	1%[172 µM]	26%[87.6 µM]
CC(C)NC(=O)C[C@@H]1O[C@H](Cn2cc(CN(C)Cc3ccccc3)nn2)[C@@H](O)[C@H]1O	-11%[174 µM]	-3%[172 µM]	-21%[88.5 µM]	-3%[87.6 µM]	4	3%[172 µM]	-13%[87.6 µM]
O=C(Nc1cccc(-n2cccn2)c1)C1CCCN(C2CCN(Cc3ccco3)CC2)C1 (configuration not stated)	-5%	0%	3%	-5%	-6	-2%	11%
O=C(Nc1ccc(-c2nnc3n2CCCC3)cc1)c1cc(-c2ccccc2)n[nH]1	-33%	-20%	i	7%	-4	-3%	33%[activator]
Cc1c2cnn(CC(=O)Nc3ccc(F)cc3F)c(=O)c2c(C)n1Cc1cccc(Cl)c1	/	/	/	8%	1	/	7%
CCNC(=O)N1CCC(n2c(C)cnc2C2CCC2)CC1	-2%	7%	4%	-2%	24	i	-6%
CC(=O)NCCc1ncc(C)n1C1CCCCCC1	?	7%	?	7%	-3	-7%	-4%
CCc1noc(-c2cn(C3CCN(C(=O)c4cccc(OC)c4)C3)nn2)n1 (configuration not stated)	?	0%	i	0%	-4	-26%	?
O=C(NC1CCCCCC1)c1cc2c(Cl)nc3ccccc3c2s1	/	/	/	8%	-4	/	-6%
CC(C(=O)NCC1CCN(Cc2ccc(F)cc2)CC1)C1CCOCC1 (configuration not stated)	-3%	-4%	i	22%[12.5 µM]	-1	17%	-1%
O=C(Cc1cccc(Cl)c1)NC1CCCN(c2ccc3nnc(C4CC4)n3n2)C1 (configuration not stated)	-25%	/	/	/	11	-14%	/
CCOc1ccccc1C(=O)N(Cc1ccc(N(C)C)cc1)CC1CCCO1 (configuration not stated)	/	/	/	1%	-12	/	-21%
CO[C@H]1[C@H](NC(=O)COc2ccccc2)c2ccccc2C12CCNCC2	3%	-1%	2%	-8%	-9	i	4%
Cc1ccccc1S(=O)(=O)N1CCC(Cc2nncn2C)CC1	2%	0%	i	0%	0	i	-16%
COCC(=O)Nc1ccc(-c2ccc(OC)nn2)cc1	?	/	/	/	-4	?	/

Single records, as listed above:
CC(=O)NCCc1ncc(C)n1C1CCCCCC1 is listed as NIH3T3 tox: ?; Luciferase inh: 7%; GPT2 inhibitor: ?; HEK293 viab: 7%; IP6K1 inhibitor: -3; HEK cytotox: -7%; SNCA expr inhib: -4%
Cc1ccccc1S(=O)(=O)N1CCC(Cc2nncn2C)CC1 is listed as NIH3T3 tox: 2%; Luciferase inh: 0%; GPT2 inhibitor: i; HEK293 viab: 0%; IP6K1 inhibitor: 0; HEK cytotox: i; SNCA expr inhib: -16%
CCNC(=O)N1CCC(n2c(C)cnc2C2CCC2)CC1 is listed as NIH3T3 tox: -2%; Luciferase inh: 7%; GPT2 inhibitor: 4%; HEK293 viab: -2%; IP6K1 inhibitor: 24; HEK cytotox: i; SNCA expr inhib: -6%

Looked up one by one from above, 2 records:
SMILES	NIH3T3 tox	Luciferase inh	GPT2 inhibitor	HEK293 viab	IP6K1 inhibitor	HEK cytotox	SNCA expr inhib
CC(C)c1ccc(CC(=O)N2CCCc3ncc(C(=O)Nc4ccn(C)n4)cc32)cc1	?	1%[172 µM]	-6%[88.5 µM]	-2%[87.6 µM]	8	89µM*	-20%[87.6 µM]
Cc1ccc(C(=O)c2cn(Cc3c(F)cccc3Cl)c3nc(C)ccc3c2=O)cc1	/	/	/	-10%	-3	/	6%

The list continues.
SMILES	NIH3T3 tox	Luciferase inh	GPT2 inhibitor	HEK293 viab	IP6K1 inhibitor	HEK cytotox	SNCA expr inhib
Cc1ccc(CN(Cc2ccco2)C(=O)COc2ccc(Cl)cc2Cl)cc1	/	/	/	7%	1	/	23%
COCc1nc(C2CCN(C(=O)c3cccn3C)C2)no1 (configuration not stated)	-18%	0%	?	1%	-1	-5%	4%
O=C(Cc1ccc(Cl)cc1)NCc1nnc2cc(-c3nc(C4CC4)no3)ccn12	-13%	6%	i	0%	2	-18%	1%
O=S(=O)(C1CC1)N1CCC(c2nc(C3CC3)no2)C1 (configuration not stated)	3%	8%	i	-11%	-4	-6%	7%
COc1ccc(-n2nc3c(N4CCCC(C(=O)NCc5ccc(C)cc5)C4)nnc(C)c3c2C)cc1 (configuration not stated)	/	/	/	-23%	20	/	-12%
CCc1ccc(CNC(=O)c2nn(-c3ccc(OC)c(Cl)c3)c(=O)c3c2c2ccccc2n3C)cc1	/	/	/	2%	-11	/	0%
C[C@]12CC[C@H](O)CC1=CCC1C2CC[C@]2(C)C(n3cnc4ccccc43)=CCC12 (some centres not stated)	/	/	i	-1%&-4%	-26*	/	-1%
O=C(c1ccc(F)cc1)N1CCCC(c2nc(C3CCOCC3)no2)C1 (configuration not stated)	4%	4%	i	-10%	8	9%	-11%
COc1ccc(-c2noc(CC(=O)N(C)c3cccc(C)c3)n2)cc1	/	/	/	-15%	-1	/	4%
COc1ccc(-c2nc(CN3CCC(C(=O)NCCc4ccccc4)CC3)c(C)o2)cc1OC	/	/	/	10%	4	/	-26%
CCS(=O)(=O)N1CC(F)(F)C[C@H]1c1nc(C2CC2)no1	i	-6%	1%	13%	6	-7%	-13%
COc1ccc(Cl)cc1S(=O)(=O)N1CCC(OC2CCN(C)CC2)CC1	-26%	0%	-10%	6%	-4	?	-22%
O=C(NCCc1ccccc1)N(C1CCOCC1)C1CCN(CC2CCCCC2)CC1	-18%	-4%	i	-8%	-10	?	33%[activator]
Cn1cc(-c2ccnc(N3CCOCC3)c2)c2nc(COc3ccc(Cl)cc3)cn2c1=O	28µM*	?	5%	?	-15	?	?
CCN(CC)C(=O)c1sc2c(c1C)c(=O)n(CCc1ccccc1)c(=O)n2Cc1cc(C)ccc1C	/	/	/	4%	-5	/	2%

Bioassay records as filed in PubChem BioAssay.
